# Apoferritin bind = qHTS Assay for Identification of Novel General Anesthetics; Ferritin light chain (Equus caballus), P02791; apoferritin/1-aminoanthracene competitive binding, fluorescence; Potency, µM (titrated, usually from 77.5 µM), for the others: top-dose activity change, negative = displacement, usual class: inhibitors; 0.074% of 350,000 active; AID 485281, 2010; note: potency is the fitted concentration of half-maximal effect; % is set by controls: 0 for no effect and ±100 for the full control effect; nearly all actives have a fitted effect of over 20% in size
# Target sequence (P02791 2-175 limits assumed): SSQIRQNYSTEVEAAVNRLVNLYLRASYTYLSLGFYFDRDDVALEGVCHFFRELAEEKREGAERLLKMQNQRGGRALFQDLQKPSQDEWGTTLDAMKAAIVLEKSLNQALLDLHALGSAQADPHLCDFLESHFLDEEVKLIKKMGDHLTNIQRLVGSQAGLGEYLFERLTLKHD
#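 Read-out: endpoint 1-AMA fluorescence, excitation 380 nm and emission 535 nm, after compounds sit 10 min at room temperature with 10 uM horse-spleen apoferritin in 50% saturated 1-AMA/PBS. Values come from four-parameter Hill fits.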
# Pol beta inh = qHTS Assay for Inhibitors of DNA Polymerase Beta; P06746; Pol beta primer extension/strand displacement, fluorescence kinetic; Potency, µM (top dose mostly 114 µM), inactives show at the highest dose activity change, negative = inhibition, usual class: inhibitors; 1.3% of 340,000 active; note: potency is the fitted concentration of half-maximal effect; % is set by controls: 0 for no effect and ±100 for the full control effect
#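 Pol beta (10 nM) and compounds were preincubated 15 min at room temperature, then 50 nM substrate (final) started primer extension/strand displacement. Reads were taken at 0 and 10 min; concentration-response data were fitted to a four-parameter Hill equation.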
# POLI inh = qHTS for Inhibitors of Polymerase Iota; DNA polymerase iota (Homo sapiens), Q9UNA4; Pol iota fluorescent replication assay, 10 min; Potency, µM (top dose mostly 115 µM), inactives show at the highest dose activity, negative = inhibition, actives largely listed as inhibitors; 1% of 390,000 active; AID 588590, 2011; note: potency is the fitted concentration of half-maximal effect
#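 Pol iota at 10 nM preincubated 15 min with compounds at room temperature; reaction started with fluorescent substrate, 50 nM final. Fluorescence read kinetically at 0 and 10 min; buffer-only wells as negative control.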
# ERG-DNA inh = qHTS for Small Molecule Inhibitors of the ERG Ets/DNA interaction; 0.028% of 370,000 active; fluorescence polarization, His-ERG Ets domain / labelled DNA; Transcriptional regulator ERG (Homo sapiens), P11308; Potency, µM (highest dose often 76.9 µM), inactives show at the highest dose FP activity, negative = inhibition, hits mostly inhibitors; AID 624246, 2012; active = well fitted inhibition curve with a large enough effect in the polarisation, with a control signal flat; inconclusive = small, poorly fitted or top-dose-only effect, or effect the other way, or a change in a side signal; inactive = no such curve, though single readings can be large or run the other way; the % refers to the polarisation;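 note: polarization taken with two DNA probes labelled with fluorescein and Texas red; potency is the fitted concentration of half-maximal effect; % of control where 0% means no effect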
# Target sequence (P11308 whole entry, looked up, the tested form may be a part): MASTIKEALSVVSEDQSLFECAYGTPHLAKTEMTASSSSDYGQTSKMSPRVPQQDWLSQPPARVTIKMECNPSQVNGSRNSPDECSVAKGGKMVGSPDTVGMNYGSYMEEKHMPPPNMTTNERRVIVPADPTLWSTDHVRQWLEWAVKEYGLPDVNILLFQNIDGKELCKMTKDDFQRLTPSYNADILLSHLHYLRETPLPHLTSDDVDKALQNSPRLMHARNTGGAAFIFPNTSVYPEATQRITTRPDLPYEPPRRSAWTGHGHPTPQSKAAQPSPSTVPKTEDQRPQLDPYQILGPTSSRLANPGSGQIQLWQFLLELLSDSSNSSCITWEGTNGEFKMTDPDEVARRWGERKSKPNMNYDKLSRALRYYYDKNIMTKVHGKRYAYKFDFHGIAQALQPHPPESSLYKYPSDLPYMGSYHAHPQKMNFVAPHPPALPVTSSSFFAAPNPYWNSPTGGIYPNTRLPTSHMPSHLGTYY
#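 His-tagged ERG Ets domain (1 uM in the protein solution; 300mM KCl, 50mM Tris-HCl, 1mM EDTA, 1mM DTT, pH 7.5) received compound, then a probe mix of 5 nM fluorescein-DNA and 100nM Texas-615-DNA. Fluorescence polarization was read for both dyes.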
# BLM helicase inh = qHTS Assay for Inhibitors of Bloom's syndrome helicase (BLM); Potency, µM (top dose mostly 56.1 µM), for the others: at the highest dose activity change, negative = inhibition, usual class: inhibitors; 0.2% of 350,000 active; AID 2528, 2010; recombinant BLM DNA unwinding, fluorescence dequenching;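 note: potency is the fitted concentration of half-maximal effect; plate controls were vehicle for no effect and no enzyme for full effect; nearly all actives have a fitted effect of over 35% in size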
# Pol kappa inh = qHTS for Inhibitors of Polymerase Kappa | 0.53% of 400,000 active | AID 588579, 2011 | DNA polymerase kappa (Homo sapiens), Q9UBT6 | Potency, µM (series often up to 107 µM), inactives show at the highest dose activity, negative = inhibition, hits mostly inhibitors | purified Pol kappa, fluorescent DNA synthesis assay, 10 min; note: potency is the fitted concentration of half-maximal effect; % is set by controls: 0 for no effect and ±100 for the full control effect
#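 Inhibition of 10 nM Pol kappa is measured by a fluorescent read-out at 0 and 10 min following addition of 50 nM substrate (final), with a 15-min room-temperature compound preincubation.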
# ALOX12 inh = Primary qHTS assay for inhibitors of human arachidonate 12S-lipoxygenase (ALOX12): Round 2; Polyunsaturated fatty acid lipoxygenase ALOX12 (Homo sapiens), P18054; purified 12hLO, xylenol orange hydroperoxide absorbance; Potency, µM (top dose mostly 108 µM), for the others: top-dose activity change, negative = inhibition, usual class: inhibitors; 1.1% of 580,000 active; note: potency is the fitted concentration of half-maximal effect; % is set by controls: 0 for no effect and ±100 for the full control effect
#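 Purified human 12hLO (150 nM final) in 25 mM Hepes, 0.01% Triton X-100, pH 7.0 was preincubated 15 min at room temperature with compound. Then 40 uM arachidonic acid was added, 30 min. Hydroperoxide was read by Fe-XO absorbance ratio 573/405 nm.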
# TRHR agonist = qHTS for Small Molecule Agonists and Allosteric Enhancers of Human TRH Receptor: Primary Screen for Agonists | activation, % at 2 µM | AID 493084, 2011 | Thyrotropin-releasing hormone receptor (Homo sapiens), P34981 | TRHR cells, calcium flux fluo-8, FDSS agonist mode | 0.18% of 360,000 active; in the data active = activation above about 30%; note: 0% is about no effect
#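 Read-out: compound-evoked intracellular calcium rise in TRHR cells, fluo-8 dye, kinetic FDSS fluorescence at 1 s/cycle following a 10-cycle baseline. Cells cultured overnight before dye loading (30 min–1.5 h, RT).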
# APE1 inh = qHTS Assay for Inhibitors of the Human Apurinic/apyrimidinic Endonuclease 1 (APE1). DNA repair nuclease/redox regulator APEX1 (Homo sapiens), P27695. 0.35% of 350,000 active. recombinant APE1, TAMRA/BHQ-2 abasic DNA cleavage fluorescence. AID 2517, 2012. Potency, µM (highest dose often 65.8 µM), inactives show top-dose activity change, negative = inhibition, usual class: inhibitors;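 note: potency is the fitted concentration of half-maximal effect; plate controls were vehicle for no effect and reference inhibitor for full effect; nearly all actives have a fitted effect of over 55% in size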
# Target sequence (P27695 whole entry, looked up): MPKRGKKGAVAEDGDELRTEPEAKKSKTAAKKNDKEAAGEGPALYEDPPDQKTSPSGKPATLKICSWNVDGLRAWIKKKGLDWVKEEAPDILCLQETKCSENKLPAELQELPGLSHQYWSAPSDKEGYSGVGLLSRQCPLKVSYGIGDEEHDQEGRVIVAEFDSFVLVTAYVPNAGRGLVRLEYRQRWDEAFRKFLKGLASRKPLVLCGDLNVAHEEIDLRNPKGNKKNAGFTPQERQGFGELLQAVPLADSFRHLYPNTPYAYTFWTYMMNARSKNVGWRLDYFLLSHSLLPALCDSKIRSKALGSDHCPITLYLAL
#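 Activity was derived from the fluorescence gain between first and third kinetic reads (60 s intervals, ex 525/em 598 nm) after 50 nM THF-abasic TAMRA/BHQ-2 duplex was added to 0.75 nM APE1 preincubated 15 min with compound.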
# The depositor's hits bear a star; ? = inconclusive; · = not tested or not shown; & = joins results of further samples; [ ] = another dose, or the depositor's remark. Unless noted, calls come from the whole dose curve; as a rule, active = well fitted curve in the direction sought with a large enough effect; inconclusive = small, poorly fitted or top-dose-only effect, or another doubt; inactive = no such curve, though single readings can be large; an effect the other way counts as inactive or inconclusive. Only part of the results is shown (hit frequency here may not be typical).
SMILES,Apoferritin bind,Pol beta inh,POLI inh,ERG-DNA inh,BLM helicase inh,Pol kappa inh,ALOX12 inh,TRHR agonist,APE1 inh
Cc1ccc(NC(=O)COc2ccc3oc4c(c3c2)CCCC4)cc1C,-6.7%,11.7%,4.0%,?,-4.0%,10.8%,-24.5%,0.3,·
Cc1ccc(-n2cnc3cc(C(=O)NCc4ccc(F)cc4)ccc32)c(C)c1,5.8%,-0.4%,-4.2%,18.2%,-13.5%,-7.1%[60.1 µM],-12.0%,0.1,·
CCN(CC)C(=O)CSc1nnc(CNc2ccc(F)cc2)o1,-10.1%,23.6%,21.6%,14.0%,0.7%,2.1%,5.9%,-0.3,-1.0%
COc1cc(/C=C(/C#N)c2ccc(C)cc2)ccc1Oc1ccc([N+](=O)[O-])cn1,-8.7%,-26.0%,-9.1%,·,-7.1%,-9.3%,-19.1%,-0.1,-3.0%
C/C(=N\O)C(C)(C)Nc1cccc(Br)c1,?,10.7%,-8.6%,3.9%,-4.1%,-10.3%,89.2%[activator],-0.8,-4.8%
O=S1(=O)NC(=NCc2ccco2)c2ccccc21,-4.9%,2.7%,-9.8%,2.7%,-0.8%,-5.4%,5.1%,0.1,-1.8%
Cc1ccc(OC(C)C(=O)N2CC(=O)Nc3ccccc32)cc1 (configuration not stated),4.4%,8.4%,12.3%,-10.6%,-6.6%,6.6%,-8.1%,-0.9,-0.6%
COc1ccc(OC)c(Nc2sc(C(=O)c3ccccc3)c(N)c2S(=O)(=O)c2ccccc2)c1,89.0%[activator],-7.4%,37.8%[activator],-2.3%,-7.4%,-15.2%,5.4%,1.8,·
CCOC(=O)N1CCN(C(=O)c2cccc(N3C(=O)NC4CC3(C)Oc3ccc(Cl)cc34)c2)CC1 (configuration not stated),-6.1%,18.9%,18.1%,5.1%,-0.2%,-4.7%,-14.3%,0.4,-17.8%
COc1ccc(S(=O)(=O)Cc2ccc(C(=O)N3CCN(c4ccccc4F)CC3)o2)cc1,-20.8%,-27.2%,22.7%,6.7%,3.1%,-3.5%,9.9%,-1.2,-1.5%
O=C(Nc1ccc(-c2nc3ccccc3c(=O)o2)cc1)c1ccco1,-4.8%,12.6%,26.8%,8.5%,-5.2%,-8.6%,-27.2%,0.5,-0.5%
O=C(NCc1ccccc1)c1ccc(CN2CCC(Cc3ccccc3)CC2)cc1,-23.4%,15.3%,-6.1%,1.6%,1.2%,-8.5%[60.1 µM],-20.7%,-1.9,47.7%
N#CCSc1nnc(CNc2cccc(Cl)c2)o1,?,13.5%,-7.2%,-14.0%,-1.9%,3.6%,7.7%,-0.1,0.3%
CCCCC(NC(=O)c1ccc(C#N)cc1)C(=O)NCCC (configuration not stated),·,·,-4.9%,0.6%,·,4.0%,-7.4%,-0.5,10.8%
CCCN(C(=O)COc1cc(=O)n(CC)c2ccccc12)c1ccc(C(C)C)cc1,52.1%[activator],5.3%,-10.7%,-2.3%,-8.9%,-6.0%,?,3.0,·
COc1cc(-c2ccc3oc(-c4ccsc4)c(C#CC4(O)CCCCC4)c3c2)cc(OC)c1OC,·,·,8.5%,-0.1%,·,-7.2%,-22.9%,·,·
Cc1ccc(Cc2nc(-c3cccnc3)no2)cc1,-14.4%,2.3%,-1.4%,3.3%,-2.3%,-8.9%,-4.1%,-2.5,5.4%
CS(=O)(=O)c1ccc(C(=O)Nc2ccc(S(=O)(=O)N3CCCCC3)cc2)cc1,·,·,14.5%,-2.1%,·,-5.3%,3.4%,1.0,15.2%
CCOc1ccc(-c2cc3c(=O)n(CC(=O)NCc4ccc(F)cc4)ccn3n2)cc1,49.9%[activator],-10.1%,17.1%,4.2%,-12.4%,-5.4%[60.1 µM],?,0.6,·
O=C(Cn1ncc2c3ccccc3n(Cc3ccccc3)c2c1=O)NCCCN1CCCC1,-3.5%,2.6%,-6.8%,8.6%,-10.4%,-6.8%,0.4%,0.4,-15.7%

# Quoted from the listing.
# Pol beta inh, Cc1ccc(-n2cnc3cc(C(=O)NCc4ccc(F)cc4)ccc32)c(C)c1 stands at -0.4%
# ERG-DNA inh, O=C(Nc1ccc(-c2nc3ccccc3c(=O)o2)cc1)c1ccco1 stands at 8.5%

# By substructure: those above containing fluorine.
SMILES,Apoferritin bind,Pol beta inh,POLI inh,ERG-DNA inh,BLM helicase inh,Pol kappa inh,ALOX12 inh,TRHR agonist,APE1 inh
Cc1ccc(-n2cnc3cc(C(=O)NCc4ccc(F)cc4)ccc32)c(C)c1,5.8%,-0.4%,-4.2%,18.2%,-13.5%,-7.1%[60.1 µM],-12.0%,0.1,·
CCN(CC)C(=O)CSc1nnc(CNc2ccc(F)cc2)o1,-10.1%,23.6%,21.6%,14.0%,0.7%,2.1%,5.9%,-0.3,-1.0%
COc1ccc(S(=O)(=O)Cc2ccc(C(=O)N3CCN(c4ccccc4F)CC3)o2)cc1,-20.8%,-27.2%,22.7%,6.7%,3.1%,-3.5%,9.9%,-1.2,-1.5%
CCOc1ccc(-c2cc3c(=O)n(CC(=O)NCc4ccc(F)cc4)ccn3n2)cc1,49.9%[activator],-10.1%,17.1%,4.2%,-12.4%,-5.4%[60.1 µM],?,0.6,·

# (cont.)
SMILES,Apoferritin bind,Pol beta inh,POLI inh,ERG-DNA inh,BLM helicase inh,Pol kappa inh,ALOX12 inh,TRHR agonist,APE1 inh
O=C(O)CCS(=O)(=O)c1nc(-c2cccs2)cc(C(F)(F)F)n1,-2.8%,-7.6%,?,-4.8%,-2.9%,-4.5%,-18.7%,-0.6,-5.4%
CCOC(=O)CNC(=S)N(CCCN1CCCC1)Cc1cccs1,-5.7%,-18.6%,-9.7%,-2.0%,0.7%,7.6%,-2.9%,0.3,?
CCCCNC(=O)[C@@H]1CSC2c3ccc(OC)c(OC)c3C(=O)N21 (some centres not stated),1.9%,99.7%,?,4.0%,3.8%,-12.8%,3.1%,0.1,2.3%
CCN(CC)S(=O)(=O)c1ccc(OC)c(NC(=S)Nc2ccc(C)c(C)c2)c1,-17.2%,-12.1%,?,·,-6.4%,-6.8%,?,-0.5,-0.3%
CCn1c(SCC(=O)c2ccc(NC(C)=O)c(OC)c2)nnc1-c1ccc(NS(C)(=O)=O)cc1,-5.1%,0.3%,-5.5%,-4.9%,1.8%,-11.4%,?,0.4,1.8%
CCN1C(=O)CS/C1=N\c1nccs1,-14.0%,-8.2%,16.7%,-2.9%,-3.6%,-3.8%,-2.7%,0.1,16.0%
N#C/C(=C\Nc1ccc(Cl)cn1)S(=O)(=O)c1ccccn1,-4.9%,0.8%,19.3%,0.9%,-3.5%,-12.9%,14.1%,1.2,12.9%
O=C(Nc1ccon1)Nc1cc(Cl)ccc1Cl,2.7%,7.8%,-16.5%,16.0%,-1.9%,14.2%,302.4%[activator],-0.4,17.3%
Cn1c(CN2CCN(CC#N)CC2)c(C#N)c2ccccc21,-1.2%,-10.7%,4.8%,3.4%,1.6%,-17.7%,12.3%,0.7,1.4%
Cc1ccccc1NC(=O)c1nn(-c2ccc(F)c(F)c2)ccc1=O,-6.7%,18.3%,8.9%,0.7%,-3.0%,-7.5%,-0.2%,-1.1,3.1%
O=S(=O)(CCn1cccc1)CCn1cccc1,-7.8%,-21.8%,?,5.3%,4.5%,8.1%,0.7%,-0.1,3.7%
CC(=O)Nc1cccc(NC(=O)c2cccc(OCc3ccccc3)c2)c1,-3.5%,-1.7%,1.7%,3.7%,-6.2%,5.7%,-6.3%,0.1,-20.6%
Cc1ccc(NC(=O)N2CCCCCC2)cc1C,?,6.0%,-15.9%,3.8%,4.3%,-5.6%,-5.5%,-0.2,-4.4%
Cc1ccc2c(c1)c1nnc(SCC(=O)N3CCCc4ccccc43)nc1n2CC(=O)O,?,14.0%,7.5%,-17.0%,-7.8%,2.3%,-5.1%,-0.3,2.3%
CCOC(=O)CCc1c(C)c(C#N)c2nc3ccccc3n2c1-n1ccnc1,0.6%,1.8%,-1.2%,-6.2%,0.7%,4.1%,0.0%&37.2%,0.0,1.5%
CCOc1cc(/C=N/N=C2/NC(=O)C(CC(=O)O)S2)ccc1OCc1ccccc1Cl (configuration not stated),-14.7%,28.2µM*,-17.4%,5.2%,-3.9%,-7.0%,0.5%,0.7,-3.1%
O=C(Cn1nnc2ccccc21)OCC(=O)c1ccc(Cl)cc1,-10.0%,0.5%,·,·,-4.4%,·,-10.3%,0.6,-4.4%
Cc1ccc(S(=O)(=O)/N=C2/NC(=O)/C(=C\c3ccco3)S2)cc1,?,-20.9%,-5.0%,8.6%,-4.6%,-7.8%,?,-0.3,-11.4%
CCCC(=O)Nc1ccccc1NC(=O)C1CCCCC1,-2.2%,17.7%,2.5%,-3.7%,1.1%,-2.2%,-9.4%,0.2,0.8%
O=C(CS(=O)(=O)c1ccc2ccccc2c1)Nc1ccccc1Cl,0.4%,3.9%,18.2%,10.1%,-1.5%,-2.9%,3.0%,0.2,-0.8%
O=c1cc(CN2CCc3ccccc32)nc2sccn12,-20.1%,8.0%,?,3.0%,-4.5%,-15.0%,?,-0.9,2.6%
